# Screens as filed in PubChem BioAssay.
# GBA enhancer – GBA activity enhancers in patient fibroblasts, primary screen, cell-based. Lysosomal acid glucosylceramidase (Homo sapiens), P04062. L444P Gaucher fibroblasts, 4-MU-glucoside fluorescence, 3 days. activation, % at 10 µM. hit rate 0.44% among 30,000. AID 784, 2007; in the data active = activation above about 65%;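 note: 0% = vehicle wells and 100% = positive control wells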
# Target sequence (P04062 whole entry L483P): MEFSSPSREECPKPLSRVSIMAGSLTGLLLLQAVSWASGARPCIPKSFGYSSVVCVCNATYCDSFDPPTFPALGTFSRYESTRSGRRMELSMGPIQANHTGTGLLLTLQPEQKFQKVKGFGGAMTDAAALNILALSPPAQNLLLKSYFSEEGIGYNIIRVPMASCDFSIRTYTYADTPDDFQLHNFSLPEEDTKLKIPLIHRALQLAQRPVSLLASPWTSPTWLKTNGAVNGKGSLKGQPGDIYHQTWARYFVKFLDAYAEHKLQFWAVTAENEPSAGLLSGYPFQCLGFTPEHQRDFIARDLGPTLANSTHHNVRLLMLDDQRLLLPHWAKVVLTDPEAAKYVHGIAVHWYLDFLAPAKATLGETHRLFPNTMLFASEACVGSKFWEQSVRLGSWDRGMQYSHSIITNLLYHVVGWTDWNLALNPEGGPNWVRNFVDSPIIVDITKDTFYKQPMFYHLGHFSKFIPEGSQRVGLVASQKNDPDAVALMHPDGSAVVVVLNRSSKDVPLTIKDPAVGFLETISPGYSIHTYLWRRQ
# Starred values were filed as active, the others as inactive. Some of the compounds tested (hit frequency here may not be typical).
SMILES,GBA enhancer
O=C(Cc1cccs1)N1CCCC(c2nc3c(nnn3Cc3ccc(F)cc3)c(=O)[nH]2)C1 (stereo unspecified),3
O=C(O)CCC(=O)N1CCN(c2cccc(Cl)c2)CC1,-7
CCCCOC(=O)Cn1c(=O)c2c(nc(Br)n2Cc2ccccc2)n(C)c1=O,8
Cc1ccc2[nH]c(=O)c(CN(Cc3cccnc3)Cc3nnnn3CCN3CCOCC3)cc2c1,-5
COc1ccccc1NC(=O)C1=C(C)NC2=C(C(=O)CCC2)C1c1ccc(C)o1 (stereo unspecified),-11
COc1ccc(OC)c(NC(=O)c2cc(-c3ccc(C)cc3O)n[nH]2)c1,0
CCCS(=O)(=O)N1CCC(C(=O)N2CCC(Cc3ccccc3)CC2)CC1,-6
CC(C)CC(OC(=O)c1ccco1)C(=O)NCC1CCCO1 (stereo unspecified),-6
COc1ccc(-c2cn3c(C)c(C(=O)NCCN4CCOCC4)sc3n2)cc1,7
CCOC(=O)N1CCN(C(=O)c2ccc3nc4cc(Cl)ccc4c(=O)n3c2)CC1,8
Cc1ccc(NC(=O)Cc2cn3ccsc3n2)nc1,1
CC1(C)CC2CC(C)(CN2C(=O)c2cccs2)C1 (stereo unspecified),-41
COc1ccc(S(=O)(=O)N(Cc2ccccc2)Cc2nc(-c3ccccc3)no2)cc1,0
COc1ccc(Cl)cc1NC(=O)COC(=O)CCNC(C)=O,-3
CCNC(=O)c1sc(=S)n(CC)c1N,-3
COc1cccc(OCc2nnc(SC)n2C)c1,13
CC1CN(C(=O)c2cccc(S(=O)(=O)N3CCOCC3)c2)CC(C)O1 (stereo unspecified),46
Cc1cc(Cl)c(S(=O)(=O)Nc2ccccn2)cc1OCC(N)=O,2
COc1ccc(OC)c(C2=NO[C@@H]3C(=O)N(c4cc(Cl)ccc4OC)C(=O)[C@H]23)c1,-7
O=C(Nc1nnc(C2CC2)s1)C1Cc2ccccc2CN1S(=O)(=O)c1cccs1 (stereo unspecified),12
CCCC(=O)Nc1ccc(NC(=O)C2CC2)cn1,25
Cc1onc(-c2c(Cl)cccc2Cl)c1C(=O)NCCCN1CCOCC1,-3
CC1CCN(c2nc3c(c(=O)n(C)c(=O)n3C)n2Cc2ccccc2)CC1,-47
Cc1cc(C(=O)N2CCN(c3ncccn3)CC2)cs1,5
O=C(O)c1cc2cc(OCc3ccccc3)ccc2[nH]1,-13
COCc1nnc(SCC(=O)Nc2cccc(Cl)c2C)n1-c1ccccc1,9
CCOc1ccc(NC(=O)CSc2nnnn2CC(=O)O)cc1,-7
Clc1cccc(CSc2nnc(-c3ccccn3)n2Cc2ccco2)c1,-44
CC(C)NC(=O)CN(CCc1ccccc1)S(C)(=O)=O,-10
CCCOc1ccc(C2C(C(=O)c3ccc(C)o3)=C(O)C(=O)N2Cc2cccnc2)cc1 (stereo unspecified),12
COc1ccc(S(=O)(=O)N(CC(=O)N2CCN(C)CC2)c2ccccc2)cc1OC,-48
O=c1c2ccccc2c2ccccc2c(=O)n1CC1CCCO1 (stereo unspecified),1
CCOC(=O)c1c(COC(=O)c2ccco2)nc2ccccc2[n+]1[O-],-44
O=C(CC1c2ccccc2Oc2ccccc21)N1CCN(c2ccccn2)CC1,-5
COc1ccc2c(c1OC)C(=O)N(c1ncn[nH]1)C2,-3
O=C1Nc2cc3c(cc2Sc2ccccc21)OCCO3,-4
O=C(O)c1ccc(C2SCC(=O)N2Cc2ccccc2)cc1 (stereo unspecified),-9
CCOC(=O)C12CNC(=O)C(C(=O)OCC)(CNC1=O)C2,-25
COc1cccc(NC(=O)CN2CCN(S(=O)(=O)c3ccc(C(C)C)cc3)CC2)c1,4
O=C(NC1CCCC1)C(c1cccs1)N(Cc1ccco1)C(=O)Cn1nnc(-c2cccs2)n1 (stereo unspecified),-21
CN(C1CCCCC1)S(=O)(=O)c1ccccc1,-12
CCC(Oc1ccc2ccccc2c1)C(=O)O (stereo unspecified),7
COc1cc(NC(=O)Cc2nn(C)c(=O)c3ccccc23)cc(OC)c1,10
COC(=O)c1ccc(CSc2nc(C)nc3c2c(=O)n(C)c(=O)n3C)o1,-15
COc1cccc2c(=O)c(C(=O)NCc3cccs3)c[nH]c12,-47

# An excerpt of these results, as labelled records:
COc1cc(NC(=O)Cc2nn(C)c(=O)c3ccccc23)cc(OC)c1
  GBA enhancer = 10

COC(=O)c1ccc(CSc2nc(C)nc3c2c(=O)n(C)c(=O)n3C)o1
  GBA enhancer = -15

# Carrying on:
SMILES,GBA enhancer
O=C(NCCCN1CCN(Cc2ccccc2)CC1)C1CCN(S(=O)(=O)N2CCCC2)CC1,-11
COc1ccc(C)cc1S(=O)(=O)N(CC(=O)N1CCOCC1)Cc1ccccc1,-6
CCn1cc(C(=O)NCc2ccco2)c(=O)c2cc(S(=O)(=O)N3CCCCCC3)ccc21,-18
Cc1cc(C)nc(NC2=NCC(=O)N2c2ccc3c(c2)OCCO3)n1,20
O=C(CCCC(=O)n1cnc2ccccc21)n1cnc2ccccc21,-13
COc1ccc(C(O)Cn2c(=N)n(CCCN(C)C)c3ccccc32)cc1 (stereo unspecified),-1
COc1ccc(OC)c(-n2nnnc2SCC(=O)NCc2ccc3c(c2)OCO3)c1,-22
O=C(OCC(=O)N1CCN(C(=O)c2ccco2)CC1)c1cc(=O)c2ccccc2o1,-9
c1ccc2c(c1)c1c3n2CCNC3CCC1 (stereo unspecified),-48
COc1ccc(C2CC(=O)C(C=NCCO)=C(O)C2)cc1OC (stereo unspecified),-6
c1cncc(-c2nc3ccccc3o2)c1,2
CCOC(=O)CNC(=O)c1cn(CC(C)C)c(=O)c2cc(OC)c(OC)cc12,3
O=C(c1ccc(C23CC4CC(CC(C4)C2)C3)o1)N1CCOCC1,-14
CCOc1ccccc1NC(=O)c1ccc(S(=O)(=O)N2CCOCC2)cc1,-5
O=S(=O)(c1ccc(Cl)s1)N1CCN(C/C=C/c2ccccc2)CC1,4
CCOC(=O)C1CCN(c2ncnc3c2cnn3-c2ccccc2)CC1,10
COC(=O)c1cc2c(cc1NC(=O)CSCCc1ccccn1)OCO2,2
Nc1nc2ccc(C(=O)Nc3ccccc3)cc2s1,-29
COc1ccc(CCNC(=O)c2nnn(-c3ccccc3OC)c2N)cc1OC,-21
Cc1cc(C)c2nc(C(F)(F)F)nc(N3CCN(C(=O)c4ccco4)CC3)c2c1,-13
O=C(c1ccncc1)N1CCN(C(=O)c2ccco2)CC1,-23
COC(=O)C1CCN(C(=O)COc2cc3sc(C)nc3c3sccc23)CC1,-7
CCOC(=O)c1ccc(NC(=O)CC2Sc3ncnn3C2=O)cc1 (stereo unspecified),0
O=C(COc1ccccc1)Nc1ccc(Cl)c(-c2nc3ncccc3o2)c1,-6
CC(C)(C)OC(=O)N1CCN(c2ccc(NC(=O)c3cc4ccccc4oc3=O)cc2)CC1,-18
O=C1NCCN1Cc1ccccc1F,3
COc1ccc(N2CCN(c3ccc(N)cc3C#N)CC2)cc1,-44
CCOC(=O)C1CCN(S(=O)(=O)c2c(C)n[nH]c2C)CC1,-11
O=C(NCc1nnc(SC/C=C/c2ccccc2)o1)c1ccco1,-71
Cc1onc(-c2ccccc2)c1C(=O)Nc1ccc2c(C)cc(=O)oc2c1,8
Cc1ccc(C)c(NC(=O)CCN2CC(C)OC(C)C2)c1 (stereo unspecified),2
CCOc1ccc(Cc2nn[nH]n2)cc1,7
COc1ccc(CCNC(=O)Cn2c(=O)cnc3ccccc32)cc1,-27
Cc1cc(NC(=O)CCC(=O)N(Cc2ccco2)C2(C(=O)NC3CCCCC3)CCN(C)CC2)no1,-6
O=C(COC(=O)c1ccc2c(c1)OCO2)NCc1ccc(Cl)cc1,-35
COC(=O)C1=[N+]([O-])OC(C(=O)OC)C1c1c[nH]c2ccccc12 (stereo unspecified),-5
O=C(CNS(=O)(=O)c1cccs1)N1CCN(c2ccccn2)CC1,9
CCn1c2ccccc2c2nnc(SCC(=O)N3CC(C)OC(C)C3)nc21 (stereo unspecified),4
CC(=O)n1nc(-c2ccco2)nc1N,9
CC(=O)c1c(C)[nH]c(C(=O)OCC(=O)Nc2cc(C)on2)c1C,-4
CCOc1ccccc1NC(=O)CSc1nnc2c(CC)c(C)nc(N)n12,-26
O=C(Cn1nnc2ccccc2c1=O)Nc1cc(C(F)(F)F)ccc1N1CCOCC1,3
CC(=O)c1cccc(NC(=O)NC(C)c2ccncc2)c1 (stereo unspecified),-23
CCOC(=O)CNC(=O)CSc1nc(N(C)C)nc(N2CCOCC2)n1,23
Cc1ccc(C(C(=O)NC2CCCCC2)N2CCCC2)cc1 (stereo unspecified),127*

# 19 entries out of the list, ordered by formula weight, descending:
SMILES,GBA enhancer
Cc1cc(NC(=O)CCC(=O)N(Cc2ccco2)C2(C(=O)NC3CCCCC3)CCN(C)CC2)no1,-6
CC(C)(C)OC(=O)N1CCN(c2ccc(NC(=O)c3cc4ccccc4oc3=O)cc2)CC1,-18
O=C(Cn1nnc2ccccc2c1=O)Nc1cc(C(F)(F)F)ccc1N1CCOCC1,3
CCOc1ccccc1NC(=O)CSc1nnc2c(CC)c(C)nc(N)n12,-26
CCn1c2ccccc2c2nnc(SCC(=O)N3CC(C)OC(C)C3)nc21 (stereo unspecified),4
CCOC(=O)CNC(=O)CSc1nc(N(C)C)nc(N2CCOCC2)n1,23
O=C(COc1ccccc1)Nc1ccc(Cl)c(-c2nc3ncccc3o2)c1,-6
Cc1onc(-c2ccccc2)c1C(=O)Nc1ccc2c(C)cc(=O)oc2c1,8
O=C(COC(=O)c1ccc2c(c1)OCO2)NCc1ccc(Cl)cc1,-35
O=C(NCc1nnc(SC/C=C/c2ccccc2)o1)c1ccco1,-71
COc1ccc(CCNC(=O)Cn2c(=O)cnc3ccccc32)cc1,-27
COC(=O)C1=[N+]([O-])OC(C(=O)OC)C1c1c[nH]c2ccccc12 (stereo unspecified),-5
CCOC(=O)C1CCN(S(=O)(=O)c2c(C)n[nH]c2C)CC1,-11
COc1ccc(N2CCN(c3ccc(N)cc3C#N)CC2)cc1,-44
Cc1ccc(C(C(=O)NC2CCCCC2)N2CCCC2)cc1 (stereo unspecified),127*
Cc1ccc(C)c(NC(=O)CCN2CC(C)OC(C)C2)c1 (stereo unspecified),2
CC(=O)c1cccc(NC(=O)NC(C)c2ccncc2)c1 (stereo unspecified),-23
CCOc1ccc(Cc2nn[nH]n2)cc1,7
CC(=O)n1nc(-c2ccco2)nc1N,9

# New compounds follow.
SMILES,GBA enhancer
c1ccc(-n2ncc3c2ncn2nc(-c4ccco4)nc32)cc1,-4
Cc1cc(N2CC(C(=O)O)CC2=O)ccc1Br (stereo unspecified),-35
COc1cc(C(=O)O)ccc1OC(C)=O,11
Cc1ccc(NC(=O)CCCCCC2NC(=O)NC2C)cc1 (stereo unspecified),-3
Cc1cc(C(F)F)n2nc(C(=O)NCc3ccccc3F)nc2n1,-2
Cc1noc(C)c1S(=O)(=O)Nc1ccc(C(=O)NCc2ccccc2)cc1,13
COC(=O)N1CCN(c2ccc(OC)cc2)CC1,-6
CCOC(=O)/C(C(N)=NCc1ccco1)=C(/O)c1ccccc1,-24
CCN(c1ccccc1)S(=O)(=O)c1cccc(C(=O)O)c1,8
COc1ccc(S(=O)(=O)NC2CCCC2)cc1Br,-8
CC(=O)NC(Cc1ccc(F)cc1)C(=O)N1CCN(C(=O)NCc2ccccc2)CC1 (stereo unspecified),6
OC1(c2ccc(F)cc2)CCN(Cc2ccccc2)C1 (stereo unspecified),15
CC(C)OCCCNc1ncc2c(n1)CC(c1ccc(N(C)C)cc1)CC2=O (stereo unspecified),13
Cc1cccn2c(=O)c3cc(C(=O)NCc4ccccc4)c(=N)n(CCCN4CCOCC4)c3nc12,11
COc1ccccc1-n1cc(C(=O)NCC(=O)N2CCN(c3ccccn3)CC2)c2ccccc2c1=O,-20
COc1ccc(NCc2cc3cc(OC)ccc3[nH]c2=O)cc1,7
O=C(CN1CCOCC1)Nc1ccc(Oc2ccc(NC(=O)CN3CCOCC3)cc2)cc1,-5
COc1ccc(S(=O)(=O)N(C)CC(=O)N2CCOCC2)cc1,-7
O=C(/C=C/Nc1ccc(F)c(Cl)c1)c1ccco1,-25
Cn1c(=O)c2c(nc(SCc3cc4c(cc3Cl)OCO4)n2C)n(C)c1=O,-13
CCC(=O)Nc1ccc(Nc2ccccc2)cc1,-19
COc1ccccc1OCc1nnc(SCC(=O)c2cc(Cl)ccc2OC)o1,-9
CCCS(=O)(=O)c1cn2cccc(N)c2c1S(=O)(=O)CCC,-13
Cc1nccn1CCc1nc(N)nc(N)n1,-3
CCOc1ccc2nc(NC(=O)c3ccoc3C)sc2c1,48
N#CCSc1nc2[nH]ncc2c(=O)n1-c1ccccc1Br,0
O=C(OCC(=O)N1CCN(C(=O)c2ccco2)CC1)c1cn(-c2ccccc2)nc1-c1ccccc1,9
Cc1ccc(C(=O)Nc2ccc(S(=O)(=O)N3CCc4ccccc4C3)cc2)o1,7
O=C(O)C1CCCCC1C(=O)Nc1ccccc1F (stereo unspecified),-15
Cc1ccnc(NC(=O)C2CCN(S(=O)(=O)c3cccc4nsnc34)CC2)c1,0
Cc1ccc(CC(CC(=O)O)C(=O)NC2CCCCC2)cc1 (stereo unspecified),-2
COc1ccc2nc3oc(C(=O)N4CCCCC4)cc3cc2c1,18
Cc1ncoc1C(=O)Nc1ccc(Oc2ccccc2)cc1,-13
O=C(NCc1ccccc1F)C1CCCN(C(=O)NC2CCCCC2)C1 (stereo unspecified),2
C=CCc1cccc2cc(C(=O)N(C)C)c(=O)oc12,2
Cc1cc(C)cc(N2CCCn3c2nc2c3c(=O)n(CC(=O)OCc3ccccc3)c(=O)n2C)c1,2
O=C(NCc1ccc(F)cc1)c1c(O)c2cccc3c2n(c1=O)CCC3,-9
CS(=O)(=O)Nn1cnc2ccccc2c1=O,-3
COc1ccc2nc(C)cc(N3CCOCC3)c2c1,-10
COc1ccc(CCNC(=O)CSc2nc(N)c3c(C)c(C)oc3n2)cc1OC,-15
O=C(c1ccccc1)c1nnc(-c2ccncc2)o1,3
O=C(NC1CCCCC1)C1CCN(c2nccs2)CC1,-20
CCOC(=O)c1c(NC(=O)c2nn(CC)cc2Br)c(C#N)cn1-c1ccccc1,8
Fc1ccc(-c2nnc(NC3=NCCCCC3)o2)cc1,-6
